From PubChem
Efflux pump inh – inhibitors of Candida efflux pumps in yeast, primary screen, S. cerevisiae, Nile Red, multiplex | inhibition, % at 10 µM | 330,000 compounds, 0.44% hits | S. cerevisiae Candida pump triplex | AID 485275, 2010;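 active means plate passing quality check with inhibition over a set limit, or well fluorescence over plate mean plus 4 SD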;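 further: Nile Red retained in pooled yeast measured as flow cytometry median fluorescence; 0% = buffer negative control and 100% = Enniatin B positive control; higher means more Nile Red kept so more efflux inhibition; some compounds called inactive have numbers as strong as hits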
CR mimetic SO – reduction of superoxide in aged yeast, primary screen, HTS; superoxide response (% of plate mean), % at 10 µM; S. cerevisiae aged cells, superoxide DHE fluorescence; active compounds read low; AID 2690, 2010; 330,000 compounds, 0.18% hits;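 active means superoxide response under a set limit, about three screen SD below normal, cut at about 65% in these data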;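 further: yeast aged for seven days with compound at 30 °C before DHE staining; 100% = average MFI of all compound-treated wells on the plate with controls excluded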
GLD-1 TGE inh – GLD-1/TGE RNA complex disruptors, primary screen, biochemical, fluorescence polarization; Female germline-specific tumor suppressor gld-1 (Caenorhabditis elegans), Q17339; purified GLD-1 + fluorescein TGE RNA; inhibition, % at 5.96 µM; 320,000 compounds, 0.44% hits; AID 2280, 2010;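 active means percent inhibition above a per-plate cutoff, the plate mean of test compounds plus 3 SD, cut at about 30% in these data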;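 further: 0% = DMSO wells with GLD-1 and probe and 100% = wells lacking GLD-1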
Target sequence (Q17339 whole entry, looked up): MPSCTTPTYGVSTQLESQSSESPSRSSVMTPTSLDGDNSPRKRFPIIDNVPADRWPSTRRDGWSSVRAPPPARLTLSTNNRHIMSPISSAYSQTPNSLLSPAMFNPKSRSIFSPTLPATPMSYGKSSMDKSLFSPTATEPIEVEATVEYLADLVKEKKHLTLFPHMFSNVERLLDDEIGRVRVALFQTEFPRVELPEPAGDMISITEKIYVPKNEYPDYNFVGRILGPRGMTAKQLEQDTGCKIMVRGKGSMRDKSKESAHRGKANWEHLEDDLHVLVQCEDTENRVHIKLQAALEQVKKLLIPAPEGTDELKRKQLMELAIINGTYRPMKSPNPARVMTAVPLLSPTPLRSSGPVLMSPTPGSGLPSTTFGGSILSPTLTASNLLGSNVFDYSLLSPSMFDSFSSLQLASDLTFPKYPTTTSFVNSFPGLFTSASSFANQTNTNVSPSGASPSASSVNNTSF
Active calls of the source: *.

1	CC(=O)c1ccc(-c2ccc(C(=O)NCC(c3ccco3)N(C)C)o2)cc1 (stereo not drawn)
2	O=C(COC(=O)c1ccc(Br)o1)Nc1ccc2c(c1)OCCO2
3	COc1ccccc1NC(=O)COC(=O)CNC(=O)C1CCCCC1
4	O=C(OCc1c(-c2ccccc2)ncc2ccccc12)c1cccs1
5	Cc1c(C(=O)N2CCC2)oc2ccc(Cl)cc12
6	O=C(COC(=O)c1ccc[nH]c1=O)NC1CC1
7	COc1cc(OC)cc(C(=O)NNC(=O)c2ccc3c(c2)OCCO3)c1
8	Cc1ccc(N=Nc2c(O)[nH]c(=O)[nH]c2=O)cc1S(=O)(=O)Nc1ccc(Br)cc1

screen / no.,1,2,3,4,5,6,7,8
Efflux pump inh,-0.2,0.1,-0.2,-0.1,0.4,0.1,-0.1,0.0
CR mimetic SO,95,108,95,82,119,104,94,95
GLD-1 TGE inh,-4,5,3,3,-4,3,1,-2

9	CCOC(=O)[C@@H]1[C@H]2COc3ccc(Br)cc3[C@H]2N2C(=O)N(c3ccc(C(F)(F)F)cc3)C(=O)[C@]12C
10	CC(C)n1cnc2c(NCc3ccccc3)cc(N[C@@H](CO)Cc3ccccc3)cc21
11	CC(C)(C)[C@H]1COC(=O)[C@@H](Cc2ccc(F)cc2)C/C=C\C[C@@H](CC(=O)N[C@@H](CO)Cc2ccccc2)C(=O)N1
12	O=C(COC(=O)c1ccc[n+]([O-])c1)Nc1ccc([N+](=O)[O-])cc1Cl
13	CCOC(=O)C1CCN(CC(=O)Nc2ccc(OC)c(S(=O)(=O)N3CCCCC3)c2)CC1
14	COc1ccc2sc(-c3ccc(S(C)(=O)=O)cc3)c(C#Cc3cncn3C)c2c1
15	CCC(C)Sc1ccc([C@H]2N[C@@](C)(C(=O)OC)[C@H]3C(=O)N(CC)C(=O)[C@@H]23)cc1OC (stereo partly drawn)
16	O=C(COC(=O)c1ccc([N+](=O)[O-])o1)NC1CCCCC1

screen / no.,9,10,11,12,13,14,15,16
Efflux pump inh,-0.1,0.1,-0.2,0.1,0.0,0.2,-0.2,0.2
CR mimetic SO,118,145,105,112,87,86,117,122
GLD-1 TGE inh,5,44*,-2,6,2,5,0,3

17	O=C(COC(=O)c1ccc([N+](=O)[O-])o1)Nc1ncc(Cl)cc1Cl
18	Cc1ccc(Nc2nnc(SCC(=O)NCC3CCCO3)s2)cc1C (stereo not drawn)
19	O=C(NCCOc1ccccc1Cl)c1ccc2c(c1)S(=O)(=O)c1cc(Cl)ccc1C2=O
20	Cc1ccc(S(=O)(=O)N2[C@@H](c3ccc(C(C)(C)C)cc3)C(C(=O)O)=CC[C@H]2c2ccc(Cl)cc2)cc1
21	CCN(c1ccccc1)S(=O)(=O)c1ccc(OC)c(NC(=O)c2cc(F)c(F)c(F)c2F)c1
22	CN(Cc1cccc(F)c1)C(=O)c1ccc(S(=O)(=O)N2CCCCCC2)cc1
23	COc1ccc(S(=O)(=O)N2CCCCCC2)cc1NC(=O)CN1C(=O)CNC1=O
24	Cc1noc(C)c1S(=O)(=O)Nc1ccc2c(c1)C(=O)N([C@H](C)CO)C[C@H](C)[C@@H](CN(C)C(=O)NC1CCCCC1)O2

screen / no.,17,18,19,20,21,22,23,24
Efflux pump inh,0.1,0.1,-0.2,0.2,0.1,0.0,-0.1,0.7
CR mimetic SO,112,106,107,72,89,114,96,117
GLD-1 TGE inh,21,1,-2,2,-4,7,-2,3

25	COc1ccc(NC(=O)COC(=O)CC2CCCC2)cc1
26	COc1cccc(CNC(=O)COC(=O)/C=C/c2ccc(SC)cc2)c1
27	Cc1ccc(NC(=S)NC(=O)C2CCCCC2)c(Br)c1
28	NC(=O)C1CCN(c2nc3ccccc3nc2NS(=O)(=O)c2ccc(Br)cc2)CC1
29	Cc1noc(C)c1S(=O)(=O)N(C)C[C@H]1Oc2c(NC(=O)Nc3ccc(C(F)(F)F)cc3)cccc2C(=O)N([C@H](C)CO)C[C@@H]1C
30	CC(Oc1ccc(Cl)cc1C(N)=O)C(=O)N1CCc2ccccc21 (stereo not drawn)
31	C[C@H](CO)N1C[C@H](C)[C@@H](CN(C)S(=O)(=O)c2cccs2)Oc2ccc(NC(=O)CCC(F)(F)F)cc2C1=O
32	CC(=O)c1c(C)[nH]c(C(=O)OCC(=O)NNC(=O)c2ccc([N+](=O)[O-])cc2)c1C

screen / no.,25,26,27,28,29,30,31,32
Efflux pump inh,0.0,-0.2,-0.5,-0.1,-0.1,-0.1,0.6,-0.3
CR mimetic SO,106,77,115,117,101,116,115,97
GLD-1 TGE inh,0,3,-3,13,2,-6,0,2

13 compounds out of the list, arranged by SMILES length, low to high:
27	Cc1ccc(NC(=S)NC(=O)C2CCCCC2)c(Br)c1
18	Cc1ccc(Nc2nnc(SCC(=O)NCC3CCCO3)s2)cc1C (stereo not drawn)
30	CC(Oc1ccc(Cl)cc1C(N)=O)C(=O)N1CCc2ccccc21 (stereo not drawn)
26	COc1cccc(CNC(=O)COC(=O)/C=C/c2ccc(SC)cc2)c1
17	O=C(COC(=O)c1ccc([N+](=O)[O-])o1)Nc1ncc(Cl)cc1Cl
22	CN(Cc1cccc(F)c1)C(=O)c1ccc(S(=O)(=O)N2CCCCCC2)cc1
23	COc1ccc(S(=O)(=O)N2CCCCCC2)cc1NC(=O)CN1C(=O)CNC1=O
28	NC(=O)C1CCN(c2nc3ccccc3nc2NS(=O)(=O)c2ccc(Br)cc2)CC1
19	O=C(NCCOc1ccccc1Cl)c1ccc2c(c1)S(=O)(=O)c1cc(Cl)ccc1C2=O
32	CC(=O)c1c(C)[nH]c(C(=O)OCC(=O)NNC(=O)c2ccc([N+](=O)[O-])cc2)c1C

screen / no.,27,18,30,26,17,22,23,28,19,32
Efflux pump inh,-0.5,0.1,-0.1,-0.2,0.1,0.0,-0.1,-0.1,-0.2,-0.3
CR mimetic SO,115,106,116,77,112,114,96,117,107,97
GLD-1 TGE inh,-3,1,-6,3,21,7,-2,13,-2,2

31	C[C@H](CO)N1C[C@H](C)[C@@H](CN(C)S(=O)(=O)c2cccs2)Oc2ccc(NC(=O)CCC(F)(F)F)cc2C1=O
24	Cc1noc(C)c1S(=O)(=O)Nc1ccc2c(c1)C(=O)N([C@H](C)CO)C[C@H](C)[C@@H](CN(C)C(=O)NC1CCCCC1)O2
29	Cc1noc(C)c1S(=O)(=O)N(C)C[C@H]1Oc2c(NC(=O)Nc3ccc(C(F)(F)F)cc3)cccc2C(=O)N([C@H](C)CO)C[C@@H]1C

screen / no.,31,24,29
Efflux pump inh,0.6,0.7,-0.1
CR mimetic SO,115,117,101
GLD-1 TGE inh,0,3,2

Continued.
33	Cc1noc(C)c1NC(=O)N(C)C[C@H]1Oc2c(NC(=O)Nc3ccccc3)cccc2C(=O)N([C@H](C)CO)C[C@@H]1C
34	CCc1sc(C(=O)Nc2ccc3c(c2)OCO3)cc1C
35	CCOC(=O)[C@H]1[C@H]2COc3ccc(Cl)cc3[C@H]2N2C(=O)CNC(=O)[C@@]12C
36	O=C(CN1C(=O)NC2(CCCCCC2)C1=O)NCc1ccc(Cl)cc1
37	c1cc(SC2CCCCC2)cc(-c2nc3cnccn3c2NC2CCCCC2)c1
38	CCOC(=O)[C@@H]1[C@H]2COc3cc(OC)ccc3[C@H]2N2C(=O)N(c3ccc(Cl)cc3)C(=O)[C@]12C
39	Nn1c(SCC(=O)NCC2CCCO2)nnc1-c1ccco1 (stereo not drawn)
40	C#CCOCCOCCOCCNc1nc(N2CCN(C(=O)[C@H](CCC(=O)O)n3cc([C@@H](N)CCCCN)nn3)CC2)nc(N2CCN(C(=O)[C@H](CCC(=O)O)n3cc([C@@H](N)CCCCN)nn3)CC2)n1

screen / no.,33,34,35,36,37,38,39,40
Efflux pump inh,-0.1,0.5,-0.4,-0.1,0.1,-0.1,-0.1,-0.2
CR mimetic SO,86,110,96,106,120,98,84,104
GLD-1 TGE inh,-4,3,-2,-4,-9,0,0,-2

41	COc1ccc(CNC(=O)CC2C[C@H](C(=O)N(C(C)C)C(C)C)[C@@]3(C)c4[nH]c5ccccc5c4CCN3C2=O)cc1OC (stereo partly drawn)
42	Cc1cc(C(=O)COC(=O)C23CC4CC(CC(O)(C4)C2)C3)c(C)n1C
43	Cc1ccc(C(=O)OCC(=O)NC(C)c2ccccc2)s1 (stereo not drawn)
44	Cn1cccc1C(=O)OCC(=O)Nc1sccc1C#N
45	COc1cc(-c2noc(C)c2C(=O)NCCCN2CCCC2=O)cc(OC)c1OC
46	N#Cc1ccc(C(=O)NC(=S)N2CCN(C=O)CC2)cc1
47	Cc1ccc(C(=O)N2CCN(c3ccc(C(F)(F)F)cn3)CC2)o1
48	Cc1ccc(S(=O)(=O)N2CCCCC2)cc1C(=O)NCc1ccc(S(N)(=O)=O)cc1

screen / no.,41,42,43,44,45,46,47,48
Efflux pump inh,0.3,-0.1,0.1,0.0,0.0,0.3,-0.1,-0.1
CR mimetic SO,96,90,111,88,99,107,96,88
GLD-1 TGE inh,5,5,-2,-27,-7,9,-1,1

49	C[C@H](CO)N1C[C@H](C)[C@@H](CN(C)Cc2ccncc2)Oc2c(NC(=O)c3ccncc3)cccc2C1=O
50	CC(C)NC(=O)Nc1cccc2c1O[C@H](CN(C)C(=O)NC1CCCCC1)[C@H](C)CN([C@H](C)CO)C2=O
51	Cc1ccc(S(=O)(=O)N(C)C[C@H]2Oc3ccc(NC(=O)Nc4c(C)noc4C)cc3CC(=O)N([C@@H](C)CO)C[C@@H]2C)cc1
52	COc1cc(O)c2c(=O)c3c(O[C@H]4O[C@@H](CO)[C@H](O)[C@@H](O)[C@@H]4O)ccc(O)c3oc2c1
53	C=CCC[C@H](Cc1ccc(F)cc1)C(=O)OC[C@@H](NC(=O)[C@@H](CC=C)CC(=O)N[C@H](CO)Cc1ccccc1)C(C)(C)C
54	O=C(CN1C(=O)C2CCCCC2C1=O)Nc1cccc(C(F)(F)F)c1 (stereo not drawn)
55	O=C(COC(=O)c1ccc(Cl)c(S(=O)(=O)N2CCCC2)c1)NCc1ccccc1
56	C[C@@H]1CN(S(=O)(=O)c2ccc3c(c2)OCCO3)CCN1S(=O)(=O)c1c(F)cccc1F

screen / no.,49,50,51,52,53,54,55,56
Efflux pump inh,-0.5,0.0,-0.1,-0.1,-0.1,0.1,-0.1,0.1
CR mimetic SO,101,104,91,91,117,91,111,103
GLD-1 TGE inh,10,2,4,3,3,-1,4,8

57	COC(=O)[C@@]12CCCCN1[C@H](c1ccc(-c3ccc(Cl)c(Cl)c3)c(OC)c1)[C@H]1C(=O)N(C)C(=O)[C@H]12
58	CCC(C)NC(=O)CSc1ccc(S(=O)(=O)N(C)C2CCCCC2)cn1 (stereo not drawn)
59	Cc1ccc(S(=O)(=O)N2CCN(C(=O)COC(=O)CNC(=O)c3ccc(C(C)(C)C)cc3)CC2)c(C)c1
60	NC(=O)CC[C@H](NC(=O)c1ccc(F)cc1)C(=O)OCC(=O)NCc1ccc2c(c1)OCO2
61	CC(C)NC(=O)N(C)C[C@H]1Oc2ccc(NC(=O)C3CCCCC3)cc2C(=O)N([C@H](C)CO)C[C@@H]1C
62	O=C(COC(=O)/C=C/c1ccccc1[N+](=O)[O-])NCc1ccco1
63	CCN(c1ccccc1)S(=O)(=O)c1ccc(OC)c(NC(=O)C2CCC2)c1
64	Cc1cc(C(=O)CN2C(=O)NC(C)(c3cc(F)ccc3F)C2=O)c(C)n1C1CC1 (stereo not drawn)

screen / no.,57,58,59,60,61,62,63,64
Efflux pump inh,0.2,0.1,-0.6,0.4,0.1,0.1,-0.1,-0.2
CR mimetic SO,118,94,91,84,111,87,100,119
GLD-1 TGE inh,2,5,0,0,1,2,0,3

65	Cc1ccc([N+](=O)[O-])cc1S(=O)(=O)Nc1cccc(S(=O)(=O)NC2=NCCC2)c1
66	O=C(COC(=O)c1cc(=O)[nH]c(=O)[nH]1)Nc1cccc(Cl)c1
67	CCCC[C@@H]1C=C(C(=O)O)[C@H](c2ccc(C#N)cc2)N1S(=O)(=O)c1ccc(C)cc1
68	COc1ccc(S(N)(=O)=O)cc1C(=O)OCC(=O)Nc1ncc(Cl)c(C)c1Cl
69	CCCCN(C(=O)COC(=O)c1ccc(C)s1)c1c(N)n(CCC)c(=O)[nH]c1=O
70	CSCC[C@H](NC(=O)c1ccc(OCC2CCCO2)cc1)c1nc2ccccc2[nH]1 (stereo partly drawn)
71	CC[C@@H]1CCCCc2ccccc2[C@H](C(=O)C[C@H](O)CC(C)=O)OC1=O
72	CCN(C[C@H]1N[C@@](C)(C(=O)OC)[C@H]2C(=O)N(Cc3ccccc3)C(=O)[C@@H]12)C(=O)C1CCCCC1

screen / no.,65,66,67,68,69,70,71,72
Efflux pump inh,-0.1,0.5,-0.1,-0.3,-0.2,0.0,0.1,0.2
CR mimetic SO,127,120,113,87,80,85,93,113
GLD-1 TGE inh,5,8,-4,11,2,2,3,5

Only part of the results is shown (hit frequency here may not be typical).
